SSB-PriA inh: blocks PriA binding to SSB C-terminal tail. AlphaScreen SSBct-PriA binding, biotinylated peptide. inhibition, % at 33 µM. 0.6% of 430,000 active. AID 1272365; in the data active = inhibition mostly above about 37%, no sharp cut-off; inactive = mostly below about 20%;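 also: plate controls were negative control peptide for no effect and reference peptide for full effect; strong numbers were not always called active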
Starred values were filed as active, the others as inactive; & = joins results of further samples.

Molecule	SSB-PriA inh
COc1ccc(CC(=O)NCCn2ncc3c(=O)n(Cc4ccccc4F)cnc32)cc1OC	7
CC(C)OC(=NS(=O)(=O)c1ccc(Cl)cc1)c1ccccc1	-44&-16
CCCCS(=O)(=O)N(C)CC(=O)NCc1cc(C)nc(N2CCCCC2)n1	-18
COc1ccc(-c2cc3ccc(OC(=O)c4ccc5c(c4)OCO5)cc3oc2=O)cc1OC	-9
CCOC(=O)c1sc(NC(=O)C2CCCN2S(C)(=O)=O)c(C(=O)OCC)c1C (stereo not given)	-15&-11
Cn1c(=O)c2c(SCc3c(F)cccc3Cl)nc(C3CCCC3)nc2n(C)c1=O	-16
CC(=O)N1CC(C(=O)NCCCN2CCCC2=O)C1	-9
COc1ccc(Cl)cc1-n1c(N)c(C(=O)NCc2ccc(C)cc2)sc1=S	25
CCCc1nc2ccccc2n1C(=O)CCC(=O)O	6
CC(CC(=O)Nc1cc(Cl)ccc1Cl)=NNC(=O)c1ccccc1Br	-14
CCOc1ccccc1NC(=O)CSc1ccc2nnc(CCNC(=O)c3ccc(F)cc3)n2n1	-3
COc1ccc2nc(-c3ccc(OC)c(NC(=O)c4c(OC)cccc4OC)c3)cn2n1	-4
Cc1noc(CNC(=O)c2cccc(C(F)(F)F)c2)n1	-12
CN1CCN(Cc2ccc(NC(=O)Nc3cccc(Cl)c3)cc2)CC1	11
CCS(=O)(=O)N1CCc2ccc(NC(=O)CCc3ccc(OC)cc3)cc2C1	14

Arranged by SMILES length (ascending): 3 of the compounds above
Molecule	SSB-PriA inh
CC(=O)N1CC(C(=O)NCCCN2CCCC2=O)C1	-9
CC(CC(=O)Nc1cc(Cl)ccc1Cl)=NNC(=O)c1ccccc1Br	-14
CCCCS(=O)(=O)N(C)CC(=O)NCc1cc(C)nc(N2CCCCC2)n1	-18

Two of the compounds above, as labelled records.
Structure: CCOC(=O)c1sc(NC(=O)C2CCCN2S(C)(=O)=O)c(C(=O)OCC)c1C (stereo not given)
  SSB-PriA inh = -15&-11
Structure: CCS(=O)(=O)N1CCc2ccc(NC(=O)CCc3ccc(OC)cc3)cc2C1
  SSB-PriA inh = 14

Next compounds:
Molecule	SSB-PriA inh
CC1Oc2ccccc2OC1C(=O)N(Cc1cnc2ccccn12)c1ccccc1 (stereo not given)	22
Cn1nc(-c2cccs2)cc1C(=O)NCCn1nc(-c2cccnc2)n(C2CC2)c1=O	-14
Cc1csc(SCc2cc(=O)c(OC(=O)c3ccc(Cl)c([N+](=O)[O-])c3)co2)n1	4
Cc1cc2cc(CNC(=S)Nc3ccccc3)ccc2n1C	66
Cc1ccccc1NC(=S)NNc1ccc([N+](=O)[O-])cc1	19
C(=NN=Cc1ccccc1)c1ccccc1	-6
O=S(=O)(Nc1cnn(C2CCOCC2)c1)c1ccc2c(c1)CCO2	-8
COC(=O)c1ccc2c(=O)n(CC(=O)NCCc3ccc(S(N)(=O)=O)cc3)c(=S)[nH]c2c1	-5
CSc1ccc([C@@H](O)CNC(=O)c2nc3ccccc3s2)cc1	-8
CS(=O)(=O)c1ccc2nc(N3CCN(C(=O)Cn4c(=O)oc5ccccc54)CC3)sc2c1	11
CCOC(=O)c1[nH]c(C)c(C(O)=C2C(=O)C(=O)N(CCN3CCOCC3)C2c2ccco2)c1C (stereo not given)	4
CCOC(=O)CC(=O)CSc1nc(N)c2c(C)c(C)sc2n1	-20
CC(C)N(CC#CCNS(=O)(=O)c1ccc(OC(F)(F)F)cc1)C(C)C	-1
CCc1cnc2c(c1NCc1ccc(F)cc1)c(=O)n(C)c(=O)n2C	-5
CC(=O)Nc1ccc(C(=O)NCCNC(=O)c2ccc(N3CCOCC3)nn2)cc1	-3
CN(C)S(=O)(=O)c1ccc(C(=O)NCCNS(=O)(=O)c2cn(C)cn2)cc1	-10
Cc1ccc2nc(N(CCCN3CCOCC3)C(=O)C3CCCCC3)sc2c1	0
O=C(Nc1cnc(N2CCN(c3ccccn3)CC2)nc1)c1c(F)cccc1Cl	-3
CC1(C)CC(=O)c2cc3c(N)c(C(=O)NCc4ccco4)sc3nc2C1	0
Cc1cc(C)nc(N2CCN(c3nc(C)cc(C)c3C#N)CC2)n1	-11
Cc1cccc(OCC(=O)NN=Cc2cn[nH]c2-c2ccc(Cl)c(Cl)c2)c1	2
Cn1c(=O)c2c(nc(CN3CCN(c4ccccc4)CC3)n2C/C=C/c2ccccc2)n(C)c1=O	-8
COc1ccccc1CCNC(=O)CSc1ccc(NC(=O)c2ccccc2)nn1	-1
COc1ccc(NC(=O)c2cccc(Oc3ccccn3)c2)cc1Cl	-1
CCS(=O)(=O)c1ccc(C(=O)Nc2nnc(-c3ccnn3C)o2)cc1	8
O=C(Cn1c(=O)oc2ccccc21)N1CCC2(CC1)OCCN2S(=O)(=O)c1ccc(Cl)cc1	-3
C[C@@H]1C(=O)N2CCCc3cc(NC(=O)C(=O)NCCN4CCOCC4)cc1c32	-13
CCc1nnc(-c2ccc(NC(=O)c3ccc(S(=O)(=O)N(C)C)cc3)cc2)o1	-3
C[C@@H](Cc1ccoc1)NC(=O)c1cc2ccccc2o1	-1
Cc1oc(-c2ccc(Cl)cc2)nc1COC(=O)c1nnn(-c2ccc(F)cc2)c1C	-9
Cn1nccc1C(=O)Nc1nc(-c2ccc(Cl)c(Cl)c2)cs1	-19
O=C(Cc1ccc(NS(=O)(=O)c2ccccc2Br)cc1)NCC(F)(F)F	-1
Cc1ccc(NC(=S)NC(=O)c2ccc(F)cc2)nc1	-12
CC(=O)Nc1ccc2nc(NC(=O)c3ccc(Cl)s3)sc2c1	-14&-7
FC(F)(F)c1cccc(CN2CCC(Cn3cnc4ccccc43)CC2)c1	4
COc1ccc(S(=O)(=O)Nc2nc(CCC(=O)NCCc3ccc(F)cc3)cs2)cc1	-10
CC(=NNS(C)(=O)=O)c1ccc(C)cc1	-29
COc1ccc(CNC(=O)NCCn2ccc(-c3ccncc3)n2)cc1OC	1
Cc1ccc(C)c(S(=O)(=O)NCC(=O)Nc2ccccc2F)c1	-8&-4
COc1cccc(N2C(=O)N(CC(=O)NCc3ccccc3)c3ccccc3S2(=O)=O)c1	-7
COC(=O)c1ccc(NC(=O)c2cn(-c3ccccc3)nc2-c2ccc(OC)c(OC)c2)cc1	6
Cc1cc(C)nc(N=C(N)Nc2ccc(CC(=O)OC(C)C)cc2)n1	3
O=C1CCC(=O)N1c1ccc(S(=O)(=O)Nc2ccccn2)cc1	-26&-8
CCCCCn1c(O)c(C=C2C=NN=C2c2ccccc2)sc1=S	-2
CCOc1ccc2nc(NC(=O)c3ccc([N+](=O)[O-])cc3[N+](=O)[O-])sc2c1	-13
COc1ccccc1NC(=O)N1CCCN(S(=O)(=O)c2cnn(C)c2)CC1	-2
Oc1ccc2ccccc2c1-c1cc(-c2ccccc2)c2cc(Br)ccc2n1	4&4
NC(=O)C1CCN(c2oc(-c3ccco3)nc2S(=O)(=O)c2ccc(F)cc2)CC1	2
O=S(=O)(NCC1CCN(Cc2ccco2)CC1)c1cccs1	3
COc1ccc(-c2ccc(C=NNC(=O)c3cccnc3)o2)c([N+](=O)[O-])c1	-16
O=C(c1n[nH]c2c1CCCC2)N1CCN(Cc2nncn2-c2ccccc2)CC1	-8
COc1cccc(C=NNC(=O)CC(=O)NCCc2ccc(OC)c(OC)c2)c1	-5
O=C(NNC(=O)c1cc2cc(Cl)ccc2oc1=O)c1ccncc1	-2
COc1ccc(Cl)cc1C(=O)NCCN1CCO[C@H](c2ccccc2)C1	-5
COC(=O)c1ccc(CN2CCN(CCN3C(=O)C4C5C=CC(C5)C4C3=O)CC2)cc1 (stereo not given)	-2
Cc1noc(C)c1CC(=O)Nc1ccc2c(c1)OCC(C)(C)C(=O)N2CCC(C)C	-47
CC(=NNC(=O)c1cc(C)oc1C)c1ccc2ccccc2c1	5
CCCc1cc(=O)[nH]c(SCC(=O)N2N=C(c3ccc(OC)cc3)CC2c2ccc(C)cc2)n1 (stereo not given)	-6
Cc1ccc(-n2nnc3c(=O)n(Cc4ccc(Cl)cc4Cl)cnc32)cc1C	3
CC(=O)C(=NNc1ccccc1)Sc1nnc(CCc2ccccc2)n1-c1ccccc1	31

Next part
Molecule	SSB-PriA inh
O=C(Nc1nc2c(s1)COc1ccccc1-2)c1ccc(Br)s1	12
COc1ccc(-c2nc(C#N)c(N3CCCN(C)CC3)o2)cc1	69*
Cc1ccc(C)c(CNC(=O)c2cn[nH]n2)c1	-12
O=C(Cn1cnc(-c2ccccc2)cc1=O)N1CCc2ccccc21	0
CC1CCCCN1S(=O)(=O)c1cc(Cl)ccc1Cl (stereo not given)	-25
Cc1ccn2c(=O)nc(SCC(=O)N3CCc4ccccc43)nc2c1	-3
O=C(Nc1ccn2nccc2c1)c1cccnc1	-5
CCC(CO)NC(=O)C(=O)NCCc1ccccc1 (stereo not given)	-31
Cn1nc(C2CCN(C(=O)c3cc(-c4ccco4)[nH]n3)CC2)n(C2CC2)c1=O	-9
COc1ccc(S(=O)(=O)NCc2ccccc2)cc1N(C)S(=O)(=O)c1ccc(C)cc1	-3
O=C(Nc1nc2c(s1)CCCC2)C1CCN(c2ccc(-n3cccn3)nn2)CC1	48*
COc1cc(C(=O)Nc2ccc3c(=O)c4cccc(F)c4oc3c2)cc(OC)c1OC	6
Cc1cc(NC(=O)c2ccco2)n(-c2nc3ccc(F)cc3s2)n1	-6&-3
COc1ccc(Br)cc1C(=O)NN=Cc1cccnc1	-19
O=C(Cc1ccccc1)NNC(=O)c1cccn(Cc2ccc(Cl)c(Cl)c2)c1=O	5
c1nc(NCCCN2CCOCC2)c2c3c(sc2n1)CCC3	5
CCCCOC[C@@H](O)CN1CCN(c2ccccc2F)CC1	-15
COc1ccc(C)cc1Nc1nc(C(=O)N2CCN(c3ncccn3)CC2)cs1	-19&-7
CC(=NOCC(=O)Nn1c(C)nc2ccccc2c1=O)c1ccccc1	0
CCOC(=O)N1CCc2c(sc(NC(=O)C3CCCCC3)c2C(N)=O)C1	-7
CCOC(=O)c1c(NC(=O)CSC2CCCCC2)sc2c1CCC2	0
O=C(c1ccsc1)N1CCC(Oc2cccnn2)CC1	-6
COc1ccnc(Oc2ccc(F)cc2)c1C(=O)NC=NOCc1ccc(F)cc1	-17
O=C(NCCCS(=O)(=O)N1CCN(c2ccc(F)cc2)CC1)c1ccc[nH]c1=O	-12&3
COc1cc(C=NNC(=O)c2ccncc2)ccc1OC(=O)c1cc(OC)c(OC)c(OC)c1	2
Cc1cccc(NC(=S)NC(=O)COc2ccccc2)c1	-46
COc1ccc(C)cc1S(=O)(=O)NCCNC(=O)c1ccc(NC(C)=O)cc1	-17
O=C(NCc1cccc(-c2nccs2)c1)c1cc(C2CC2)on1	20
O=C(NCCc1ncc(-c2cccs2)[nH]1)c1ccc(Cl)s1	0
O=C(Cc1ccc(NC(=O)c2cc3ccccc3s2)cc1)NCC(F)(F)F	-14
O=C(CNS(=O)(=O)c1ccc(Cl)s1)N1CCOC(c2ccccc2)C1 (stereo not given)	7
O=S(=O)(NCCNc1cc(Nc2ccccn2)ncn1)c1cccc(F)c1	-17
Cc1nc2ccc(Br)cc2c(-c2ccccc2)c1C1=NN(C(=O)c2ccc(F)cc2)C(c2ccccc2)C1 (stereo not given)	-2
COc1ccccc1Nc1nc(Nc2ccccc2)nc(N)c1[N+](=O)[O-]	1
COCC(C)(O)CNS(=O)(=O)c1cnn(C)c1 (stereo not given)	-11
NC(=O)c1ccsc1NC(=O)c1cc2ccccc2oc1=O	-6
O=C(Nc1nnc(-c2ccco2)o1)c1ccc(Cl)cc1Cl	1
CC(C)N1CCC(CNC(=O)C2CC2)CC1	-12
COC(=O)c1ccc(NC(=O)CSc2ccc(-c3ccco3)nn2)cc1	-7
COc1cc(C)c(C)cc1S(=O)(=O)NCC1COC2(CCCC2)O1 (stereo not given)	-1
O=C(CC(c1ccccc1)c1ccccc1)NC1CC(=O)N(c2cccc(F)c2)C1 (stereo not given)	-6
O=C(Nc1nc2c(cc3c4c(cccc42)CC3)s1)c1ccccc1[N+](=O)[O-]	32
COc1ccc(OC)c(C=Nn2c(C)nc3ccccc3c2=O)c1	-10
O=C(NC1CCCCC1)C(=NO)c1ccccn1	-2
Fc1ccc(C=Nn2cnn(Cc3ccccc3Cl)c2=S)cc1	-9

The closing 2 compounds of the section above open the next one.
Molecule	SSB-PriA inh
O=C(NC1CCCCC1)C(=NO)c1ccccn1	-2
Fc1ccc(C=Nn2cnn(Cc3ccccc3Cl)c2=S)cc1	-9
CCCCC(=O)NCCS(=O)(=O)N1CCN(c2ccc(F)cc2)CC1	-24
O=C(c1ccc(Cl)s1)N1CC(c2nc(-c3ccco3)no2)C1	-3
O=C(NN=C1CCS(=O)(=O)c2ccc(F)cc21)c1ccc([N+](=O)[O-])cc1	-4
O=C(NC[C@@H](c1ccc(F)cc1)N1CCOCC1)C(=O)NC1CCCC1	-1
COc1ccccc1N1CCN(c2nc(NCc3ccccc3)c3cnn(C)c3n2)CC1	23
CC1CCCC(=NNC(=O)c2ccccc2-n2cccc2)C1 (stereo not given)	-2
Cc1cc(OC2CN(C(=O)c3c(C)nc4ccccn34)C2)cc(=O)o1	-11
ON=C1CCC2CN(C3CCCCC3)CC2C1 (stereo not given)	1
COCc1c(C(=O)NN=Cc2ccccn2)nnn1-c1nonc1N	-6
Cn1nc(CN(Cc2ccco2)C(=O)COc2ccc(Cl)cc2Cl)c2c1CCC2	-22
COCCCN1C(=O)C(=O)C(=C(O)c2ccc(OC)cc2)C1c1cccc(OC)c1 (stereo not given)	-3

Compound activity as filed in PubChem BioAssay.

An excerpt (hit frequency here may not be typical).
